Screening results as filed in PubChem BioAssay.
KLK7 zymogen act = activators of human kallikrein-7 zymogen. purified proKLK7, EDANS-DABCYL substrate fluorescence; 100% is mature enzyme control, 0% vehicle. AID 652039. activation, % at 7 µM. P49862. 370,000 tested, 0.9% active;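 active = activation above the mean of all tested compounds plus 3 SD, computed per campaign excluding outliers beyond control limits, cut at about 13% in these data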
ARFGAP1 inh = rat ARFGAP1 inhibition | Q62848 | inhibition, % at 16.5 µM | 360,000 tested, 0.26% active | Arfgap1-stimulated ARF1 GTP hydrolysis, GDP FP detection;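 active = inhibition above a per-plate limit, mean inhibition of low control wells plus 3 SD, cut at about 25% in these data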;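 note: 0% = DMSO wells with enzyme and 100% = wells lacking Arfgap1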
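Material: rat Arfgap1 GAP domain (His6, aa 1-136), purified enzyme. Also added: human ARF1(Δ1-17)-GTP substrate. Compound dosing: 16.5 µM single point, 1.26% DMSO. Timing: enzyme reaction 120 min at 25 °C after 20 min preincubation. Signal: GDP detection by fluorescence polarization. Read-out basis: percent inhibition of GAP-stimulated GDP formation, scaled between DMSO and no-Arfgap1 medians.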
DDE Tn7 FP inh = inhibitors of Tn7 peptide binding to human fibrin DD(E) | P02675 | FP displacement of FITC-Tn7 peptide from fibrin DD(E); 0% = median of compound wells per plate | inhibition, % at 8.3 µM | 370,000 tested, 0.13% active;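 active = inhibition above the mean of compounds falling within the control limits plus 3 SD of them, cut at about 14% in these data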;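 note: 0% = plate median of compound wells and 100% = 10 µM Aha-Tn7 peptide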
Target sequence (P02675 whole entry, looked up): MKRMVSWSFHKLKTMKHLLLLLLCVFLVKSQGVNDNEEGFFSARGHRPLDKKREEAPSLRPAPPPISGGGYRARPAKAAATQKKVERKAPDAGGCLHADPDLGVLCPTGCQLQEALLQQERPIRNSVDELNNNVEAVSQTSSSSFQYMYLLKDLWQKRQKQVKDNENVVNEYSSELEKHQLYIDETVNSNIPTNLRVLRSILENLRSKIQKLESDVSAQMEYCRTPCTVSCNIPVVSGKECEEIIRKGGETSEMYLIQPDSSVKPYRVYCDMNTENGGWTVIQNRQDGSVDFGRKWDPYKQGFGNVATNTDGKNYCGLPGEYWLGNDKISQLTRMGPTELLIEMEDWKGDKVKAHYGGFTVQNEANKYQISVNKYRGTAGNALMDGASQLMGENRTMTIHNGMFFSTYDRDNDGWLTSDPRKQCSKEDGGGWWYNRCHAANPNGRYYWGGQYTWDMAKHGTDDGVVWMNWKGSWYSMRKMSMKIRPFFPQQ
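assay system = human clot-derived fibrin DD(E) complex | quantity = Fibrin-DD(E) at 2 µM final | timing = 10 min preincubation, 3 h with tracer, room temperature | signal = fluorescence polarization | measure = percent inhibition | benchmarks = high control wells with 10 µM unlabelled Aha-Tn7 peptide (full inhibition) | replicates = singlicate testing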
ASAP1 GAP inh = blocks human ASAP1-stimulated Arf1 GTP hydrolysis. GDP FP detection. inhibition, % at 16.5 µM. 360,000 tested, 0.19% active; in the data active = inhibition above about 25%;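 note: 0% = vehicle with enzyme and substrate and 100% = no enzyme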
DDE Tn6 FP inh = DD(E)-Tn6 binding inhibition, primary FP screen | P02675 | Fibrin DD(E) TRITC-Tn6 fluorescence polarization displacement | inhibition, % at 8.3 µM | 370,000 tested, 0.21% active | AID 720509;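 active = inhibition above a per-campaign cutoff: mean of compounds within control limits plus 3 SD, cut at about 15% in these data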;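 note: 0% = median of all compound wells on the plate and 100% = blocking peptide control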
ADAM17 inh = ADAM17 inhibition, QFRET primary screen; P78536; recombinant ADAM17, EDANS/DABCYL FRET peptide cleavage; inhibition, % at 6.95 µM; 370,000 tested, 0.83% active;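 active = inhibition above the mean of compounds lying between control limits plus 3 SD, set per campaign, cut at about 8.5% in these data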;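 note: 0% = DMSO-only wells as the low control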
Target sequence (P78536 215-824 limits assumed): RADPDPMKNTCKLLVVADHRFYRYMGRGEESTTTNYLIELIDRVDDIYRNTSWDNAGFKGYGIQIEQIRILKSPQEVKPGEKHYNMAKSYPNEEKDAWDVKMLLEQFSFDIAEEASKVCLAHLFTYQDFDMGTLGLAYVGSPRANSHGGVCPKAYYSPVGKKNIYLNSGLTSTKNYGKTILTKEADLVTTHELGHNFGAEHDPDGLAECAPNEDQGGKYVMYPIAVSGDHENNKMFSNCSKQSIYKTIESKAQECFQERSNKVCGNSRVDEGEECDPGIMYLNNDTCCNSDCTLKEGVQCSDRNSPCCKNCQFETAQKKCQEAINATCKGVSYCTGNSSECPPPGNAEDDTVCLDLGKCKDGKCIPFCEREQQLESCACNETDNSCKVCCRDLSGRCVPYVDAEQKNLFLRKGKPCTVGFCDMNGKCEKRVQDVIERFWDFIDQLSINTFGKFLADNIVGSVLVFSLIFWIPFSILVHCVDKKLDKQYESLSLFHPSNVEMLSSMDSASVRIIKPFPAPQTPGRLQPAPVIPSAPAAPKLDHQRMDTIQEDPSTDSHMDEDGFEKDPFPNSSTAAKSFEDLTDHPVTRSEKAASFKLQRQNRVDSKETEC
ADAM10 inh = inhibits human ADAM10 | O14672 | recombinant ADAM10, EDANS/DABCYL FRET peptide cleavage, 3 h | inhibition, % at 7 µM | 370,000 tested, 0.62% active | AID 720582;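 active = inhibition above a per-campaign cutoff equal to the mean of compounds falling between control-based bounds plus 3 SD, cut at about 20% in these data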;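 note: 0% = DMSO wells while the 100% control is not disclosed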
TDP2 absorb = TDP2 (human) inhibition, absorbance primary screen | AID 720702 | O95551 | 370,000 tested, 0.34% active | inhibition, % at 12.8 µM | recombinant TDP2, T5PNP hydrolysis, p-nitrophenol absorbance 415 nm;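 active = inhibition above the mean of all tested compounds plus 3 SD, set per campaign, cut at about 25% in these data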;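 note: 0% = DMSO with enzyme and 100% = buffer with substrate but no TDP2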
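Evaluation: % inhibition relative to enzyme-containing and enzyme-free wells. Material: recombinant human TDP2. Benchmarks: enzyme-free and DMSO wells. Timing: enzyme reaction with compound for 2 h at 37 °C. Compound dosing: 12.8 µM only. Measured by: p-Nitrophenol epi absorbance. Reagent: T5PNP substrate at 5 mM, a TopII-DNA adduct mimic. Replication: single well per compound.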
LEDGF integ inh = blocks HIV-1 LEDGF/p75-dependent DNA integration; 370,000 tested, 0.64% active; TR-FRET IN-LEDGF/p75 DNA integration, Eu/Cy5; inhibition, % at 3.7 µM;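 active = inhibition above the screen-wide mean plus 3 SD, cut at about 13% in these data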;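 note: signal is the Cy5 over europium emission ratio at 671 and 618 nm; 0% = plate median of compound wells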
PLCg1 inh = inhibitors of human phospholipase C gamma1; purified PLC-gamma1, fluorogenic substrate, fluorescence; 370,000 tested, 0.84% active; inhibition, % at 12.2 µM; P19174; AID 720700; in the data active = inhibition above about 9.5%
Numbers without * were called inactive; . = no result given.

KLK7 zymogen act | ARFGAP1 inh | Structure | DDE Tn7 FP inh | ASAP1 GAP inh | DDE Tn6 FP inh | ADAM17 inh | ADAM10 inh | TDP2 absorb | LEDGF integ inh | PLCg1 inh
0.5 | 1.5 | COC(=O)c1ccccc1OCCOCCOc1cccc2ccc(C)nc12 | 8.0 | 8.3 | 0.1 | -11.6 | -16.3 | -11.9 | -8.2 | -40.3
-0.9 | 0.0 | CCOc1c(Br)cc(C(=O)OCC(=O)N2CCc3ccccc3C2)cc1OC | 7.4 | -0.8 | -2.1 | -1.2 | 1.5 | -6.9 | -0.6 | -2.1
-0.4 | 5.5 | CCCNC(=S)NC1CCCC1 | -0.7 | 10.7 | -1.5 | -0.1 | -2.8 | 6.7 | 1.5 | 2.1
-0.8 | 2.0 | O=C(c1ccc(Cl)c([N+](=O)[O-])c1)N1CCN(c2ccccc2)CC1 | -0.5 | -1.5 | 4.7 | -2.0 | -8.0 | 3.8 | -4.4 | 1.2
0.5 | -0.5 | O=C(O)c1ccccc1-c1ccccc1C(=O)NNc1ccc([N+](=O)[O-])cc1 | -1.1 | 0.6 | 5.3 | -0.2 | 2.1 | 9.6 | 2.3 | 1.7
-0.7 | 1.9 | Cc1cccc2[nH]c(CN(C)C(=O)C3CCC(=O)N(CCc4ccccc4)C3)nc12 (centres undefined) | 1.2 | -3.5 | -7.2 | -2.1 | 5.6 | -6.2 | 1.1 | 2.4
0.1 | 20.0 | COc1ccc(-c2nnc(SCC(=O)Nc3ccccc3OC)o2)cc1 | 5.7 | -2.9 | -5.7 | -1.3 | 0.8 | -5.3 | -3.9 | 0.2
0.0 | 3.9 | Cc1cc(Nc2nc(Cl)c(Cl)cc2Cl)n(-c2ccccc2)n1 | -0.4 | -1.7 | -4.6 | -0.2 | 3.7 | 2.4 | 2.0 | -5.0
-6.9 | 2.8 | COc1cc(F)cc(-c2ccc3c(c2)c(C#Cc2ccsc2)c(-c2cc(OC)cc(OC)c2)n3C)c1 | -6.3 | -0.8 | -3.5 | -11.1 | -32.3 | 8.6 | 0.5 | -10.6
-0.2 | -5.0 | O=C(Nc1nnc(C2CC2)s1)C1Cc2ccccc2CN1C(=O)c1ccco1 (centres undefined) | 3.3 | -24.3 | 0.4 | -1.6 | -4.1 | 0.0 | 0.5 | -16.2
-0.4 | -4.7 | CCn1cc(C(=O)NCc2ccccc2Cl)cn1 | -1.4 | 16.2 | 2.5 | -1.5 | -6.8 | 5.8 | -1.6 | -1.2
0.6 | 3.1 | Cc1oc(=O)c(NC(=O)c2ccc(Cl)cc2)cc1C(=O)c1ccccc1 | -1.3 | -6.0 | -9.2 | -0.3 | -1.3 | 1.1 | 2.3 | -1.9
1.2 | -5.8 | Cn1c(=O)c2[nH]c(COc3ccccc3)nc2n(C)c1=O | -1.9 | 9.5 | -4.2 | -40.3 | -139.7 | -7.8 | -1.2 | -36.2
-0.2 | -5.6 | COC(=O)[C@@H]1[C@H]2C[C@H]3c4[nH]c5ccccc5c4CCN3C[C@@H]2CC[C@@H]1O | 4.6 | -4.7 | 9.8 | -1.0 | -0.3 | 14.1 | -2.6 | -1.0
0.0 | 1.2 | C#CCOCCOCCOCCNc1nc(N2CCN(C(=O)[C@H]([C@@H](C)CC)n3cc(CCC(=O)O)nn3)CC2)nc(N2CCN(C(=O)[C@H](CCCCN)n3cc(CCC(=O)O)nn3)CC2)n1 | -2.0 | 2.5 | -3.3 | -1.1 | -1.5 | 4.9 | 2.0 | 3.8
0.6 | -2.8 | CCOc1ccc(CC(C(N)=O)C(N)=O)cc1 | 0.6 | 0.6 | 0.9 | -4.1 | -1.3 | 6.3 | -3.5 | 0.0
0.1 | -7.5 | COc1ccc(C(c2nnnn2Cc2ccccc2)N2CCN(c3nc4ccccc4s3)CC2)cc1OC (centres undefined) | -1.1 | 0.8 | 0.5 | 4.5 | 12.2 | -1.1 | 0.7 | 1.6
. | . | Cc1ccccc1C1CCC2(CC1)CCN(CC[C@@H](O)c1ccccc1)C2=O (some centres undefined) | -5.9 | . | 1.3 | 1.2 | 11.3 | -12.9 | 2.3 | 3.7
0.2 | -6.8 | O=C(Nc1ccccc1N1CCOCC1)c1ccccc1NS(=O)(=O)c1ccc(F)c(F)c1 | 8.0 | 5.3 | 5.6 | -1.8 | 4.1 | -7.8 | -1.6 | -14.7
0.1 | 10.6 | COc1ccc(NC(=O)CN(C)CC(=O)NCc2ccc(C)cc2)cc1 | -0.1 | 14.7 | -1.4 | -3.8 | 0.5 | -0.9 | 0.9 | -1.6
-0.6 | 4.2 | Cc1csc(NC(=O)c2cc(C)on2)n1 | -1.6 | -8.3 | 9.4 | -0.1 | 3.3 | -3.9 | 2.2 | 2.7
-0.2 | -2.7 | CC(C)NC(=O)C(c1ccc(F)cc1)N(C(=O)CCC(=O)Nc1ccccn1)c1cccc(F)c1 (centres undefined) | 11.1 | -10.5 | -8.0 | -3.4 | 1.2 | -4.0 | 2.1 | 1.7
0.5 | -0.3 | CN(C1CCCCC1)S(=O)(=O)c1ccc(NC(=O)C2CCCCC2)cc1 | -8.9 | -4.2 | -5.2 | 6.3 | 4.4 | -18.4 | 5.2 | 5.1
0.1 | -0.6 | O=C(CSc1nc2ccccc2n1CCc1ccccc1)NC1CCS(=O)(=O)C1 (centres undefined) | -1.5 | 4.5 | -3.3 | -1.1 | 6.0 | -3.9 | -0.6 | -1.6

Full records, looked up by structure. Screens in order: KLK7 zymogen act	ARFGAP1 inh	DDE Tn7 FP inh	ASAP1 GAP inh	DDE Tn6 FP inh	ADAM17 inh	ADAM10 inh	TDP2 absorb	LEDGF integ inh	PLCg1 inh
C#CCOCCOCCOCCNc1nc(N2CCN(C(=O)[C@H]([C@@H](C)CC)n3cc(CCC(=O)O)nn3)CC2)nc(N2CCN(C(=O)[C@H](CCCCN)n3cc(CCC(=O)O)nn3)CC2)n1 is entered as 0.0	1.2	-2.0	2.5	-3.3	-1.1	-1.5	4.9	2.0	3.8
COC(=O)c1ccccc1OCCOCCOc1cccc2ccc(C)nc12 is entered as 0.5	1.5	8.0	8.3	0.1	-11.6	-16.3	-11.9	-8.2	-40.3
COc1cc(F)cc(-c2ccc3c(c2)c(C#Cc2ccsc2)c(-c2cc(OC)cc(OC)c2)n3C)c1 is entered as -6.9	2.8	-6.3	-0.8	-3.5	-11.1	-32.3	8.6	0.5	-10.6
CC(C)NC(=O)C(c1ccc(F)cc1)N(C(=O)CCC(=O)Nc1ccccn1)c1cccc(F)c1 (centres undefined) is entered as -0.2	-2.7	11.1	-10.5	-8.0	-3.4	1.2	-4.0	2.1	1.7

Other results:
KLK7 zymogen act | ARFGAP1 inh | Structure | DDE Tn7 FP inh | ASAP1 GAP inh | DDE Tn6 FP inh | ADAM17 inh | ADAM10 inh | TDP2 absorb | LEDGF integ inh | PLCg1 inh
0.1 | 11.7 | COc1ccc2[nH]c(=O)c(CN(Cc3cccs3)C(=S)Nc3cccc(C)c3)cc2c1 | -7.8 | -6.3 | -5.2 | -9.4 | -39.1 | -7.2 | 0.1 | -6.2
0.3 | -1.5 | COc1ccc(NC(=O)C(CCCCNC(=O)OC(C)(C)C)NC(=O)OCc2ccccc2)cc1 (centres undefined) | 2.7 | -6.8 | -11.2 | 2.3 | 10.4 | 5.1 | -1.4 | 0.7
0.4 | -3.2 | Cc1ccc(C(=O)O)cc1S(=O)(=O)N1CCC(C(=O)O)CC1 | 4.8 | -8.0 | 4.5 | -5.4 | 0.9 | 8.4 | -0.2 | 0.4
0.6 | 3.5 | CCN(CCNC(=O)C1CCN(Cc2nc(-c3cccc(Cl)c3)oc2C)CC1)c1ccccc1 | 0.8 | -0.5 | -0.3 | -4.0 | -0.3 | -2.5 | 1.3 | -1.4
0.8 | 7.5 | COC(=O)Cn1nc(-c2ccc(C)c(S(=O)(=O)N(C)C)c2)c2ccccc2c1=O | 7.9 | -3.3 | 6.7 | -1.7 | 0.7 | 8.5 | 3.5 | -0.7
0.1 | 6.4 | c1ccc(-c2ccc(C(c3ccccc3)n3ccnc3)cc2)cc1 (centres undefined) | 3.5 | -2.4 | -1.6 | -1.4 | 0.7 | -3.5 | 3.4 | -5.0
1.4 | 4.6 | Cc1ccc(OCC(=O)NN2C(=O)c3ccccc3C2=O)cc1 | -4.6 | 0.3 | -1.0 | -1.8 | 0.6 | -0.4 | 4.4 | -0.7
0.1 | 5.0 | COC(=O)c1cc(O)c(OCc2ccccc2)c(O)c1 | 0.6 | 0.3 | -2.1 | -4.0 | -1.4 | 6.3 | 0.3 | -1.9
-0.3 | -2.1 | O=c1oc2ccccc2n1Cc1ccccc1F | 4.6 | 1.3 | 6.3 | -0.1 | 4.5 | -9.6 | -2.5 | -1.2
0.6 | . | C#CCN(C1CC1)S(=O)(=O)c1ccccc1Br | -3.4 | . | 6.7 | 0.8 | 5.8 | 6.1 | 3.2 | 0.2
0.5 | -8.7 | Cc1ccc(-c2noc(CSc3nnc(-c4ccccc4)n3C)n2)cc1 | 8.8 | -7.2 | -14.2 | 7.0 | 2.6 | -5.3 | 8.4 | 2.8
-0.1 | -7.4 | CCOC(=O)c1cc(C)nnc1C(=O)OCC | 2.7 | -2.9 | 0.1 | -2.5 | -7.1 | -0.2 | -1.4 | -0.1
0.2 | 0.2 | CCCCN(CC)C(=O)c1oc2ccc(S(=O)(=O)N3CCCC3)cc2c1C | -6.0 | -0.6 | 7.9 | 1.3 | 2.8 | 11.0 | -1.3 | 0.7
-0.1 | 4.5 | O=C(NCCOc1ccccc1)c1ccccc1F | 3.7 | -4.3 | 5.7 | -1.4 | 2.8 | -3.1 | 3.3 | 8.1
0.4 | -7.5 | Nc1cc(=O)[nH]c(SCC(=O)c2ccc(O)cc2O)n1 | 7.3 | -3.0 | -4.5 | 1.7 | 1.7 | 1.7 | 0.0 | -0.4
-0.1 | -5.9 | C=CCN(C(=O)c1csnn1)C(C(=O)NC1CCCCC1)c1ccc(C)cc1 (centres undefined) | 5.3 | 9.4 | -0.3 | -1.1 | -1.2 | 9.6 | 2.0 | -0.6
-44.4 | 4.0 | O=C(CCC(=O)Nc1ccc(F)cc1)N/N=C/c1ccccc1O | -5.3 | 8.2 | 2.4 | -6.2 | -56.6 | 0.2 | -4.2 | -16.1
-0.8 | -11.6 | CCOc1ccccc1C=NNc1ccc([N+](=O)[O-])cn1 | 0.3 | -3.1 | -5.7 | -3.0 | -1.6 | 7.3 | -2.0 | 0.5
-0.3 | 15.5 | COc1ccc(OCC(=O)NCc2cccnc2)cc1 | 4.5 | 5.1 | 1.0 | -3.5 | -1.3 | -1.7 | -3.3 | 1.4
0.0 | 19.6 | Clc1ccc2[nH]c3c(c2c1)CCc1cn[nH]c1-3 | -3.0 | 1.8 | -21.1 | -6.8 | -20.5 | 5.1 | 6.2 | -13.7
